Source: PubChem (several laboratories)
MT1-MMP act inh: MT1-MMP (human) activation inhibition. HT1080 RFP-PRO-GFP cells, GFP/RFP ratio fluorescence, overnight; percent of plate control window, DMSO zero. actives 0.061% (n = 360,000). P50281. GFP/RFP ratio change, % at 20 µM. AID 651647;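 active means GFP/RFP ratio change of at least 30% with cell ATP level not reduced by more than half and red fluorescence within 50% of control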; further: strong numbers were not always called active
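Compound: 20 µM single dose, 1% DMSO / System: HT1080 RFP-PRO-GFP cells / Controls: DMSO and RFP-L50D-GFP cell wells / Read-out basis: GFP/RFP fluorescence ratio / Schedule: overnight compound exposure at 37 °C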
bovine MsrA act: bovine methionine sulfoxide reductase A activation; purified bovine MsrA, absorbance read-out; activation, % at 10.6 µM; actives 0.3% (n = 360,000); AID 602163; in the data active means activation above about 7.5%;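 further: 0% = vehicle and 100% = reference activator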
Neddylation inh: cullin neddylation inhibition | P61081+Q13564 | TR-FRET cullin neddylation, biochemical | calls only at 25 µM | actives 0.58% (n = 360,000) | AID 651699; in the data active means inhibition above about 36%
CendR NRP1 mod: alters CendR peptide binding to human NRP-1; actives 0.85% (n = 360,000); O14786; FAM-RPARPAR peptide binding to NRP-1, fluorescence polarization; inhibition, % at 25 µM;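 active means inhibition or corrected inhibition above about 18%, plus a signal ratio from 0.5 to 1.5, limit read from the data, passing the limit was not always enough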; further: strong numbers were not always called active
PABP1 MLLE inh: inhibitors of microRNA-mediated deadenylation, human PABP1 MLLE binding. actives 0.36% (n = 360,000). GST-MLLE / FITC-PAM2 fluorescence polarization. inhibition, % at 20 µM. P11940. AID 588489; in the data active means inhibition above about 35%, passing the limit was not always enough;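 further: plate controls were DMSO wells with GST-MLLE for no effect and wells lacking GST-MLLE protein for full effect; some results filed as inactive read as strong as hits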
SKN-1 block: inhibitors of C. elegans SKN-1. C. elegans VP596 Pgst-4::GFP/RFP ratio, acrylamide-induced, 24 h. inhibition, % at 21.8 µM. actives 0.49% (n = 360,000);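 active means interference check ratio from 0.5 to 1.5 plus GFP to RFP signal ratio inhibition reaching or exceeding a fixed threshold, cut at about 30% in these data, passing the limit was not always enough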; further: some compounds called inactive have numbers as strong as hits
Rin1-Abl PPI inh: inhibitors of human Rin1-Abl protein interaction | P00519+Q13671 | TR-FRET Rin1/Abl binding, biochemical | inhibition, % at 7.35 µM | actives 0.4% (n = 360,000) | AID 588664; in the data active means inhibition above about 5%, passing the limit was not always enough
E coli Lon inh: E. coli protease La inhibition | inhibition, % at 7.94 µM | P0A9M0 | purified E. coli Lon protease, fluorescence polarization | actives 0.42% (n = 360,000); in the data active means inhibition above about 13%, passing the limit was not always enough;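 further: 0% = enzyme with probe and DMSO and 100% = no enzyme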
FAS-TE inh: blocks the thioesterase domain of human fatty acid synthase; recombinant FAS-TE, OMFH fluorogenic substrate, fluorescence endpoint; P49327; actives 0.67% (n = 360,000); inhibition, % at 15 µM;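 active means compounds whose normalised, plate-corrected inhibition of enzyme fluorescence in the single-dose primary screen is 50% or more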;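 further: 0% = DMSO with enzyme and 100% = substrate without enzyme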
* marks the source's active call; other numbers are inactive results; i = inactive; x = not tested or not shown.

Preview, two compounds:
Order of values: bovine MsrA act	FAS-TE inh	Neddylation inh	E coli Lon inh	SKN-1 block	PABP1 MLLE inh	MT1-MMP act inh	CendR NRP1 mod	Rin1-Abl PPI inh
Cc1c(C(=O)N2CCOCC2)oc2ccc(S(=O)(=O)N3CCCC3)cc12
 : -3.9	-3.0	i	-4.0	9.7	-4.6	5.1	5.8	2.4
Cc1cccc(/C=N/NC(=O)c2cc(C3CC3)nc3ccccc23)n1
 : -11.7	-0.8	i	-7.2	0.0	-4.3	-6.4	-3.5	0.1

Results, from the first entry:
Order of values: bovine MsrA act	FAS-TE inh	Neddylation inh	E coli Lon inh	SKN-1 block	PABP1 MLLE inh	MT1-MMP act inh	CendR NRP1 mod	Rin1-Abl PPI inh
Cc1c(C(=O)N2CCOCC2)oc2ccc(S(=O)(=O)N3CCCC3)cc12
 : -3.9	-3.0	i	-4.0	9.7	-4.6	5.1	5.8	2.4
Cc1cccc(/C=N/NC(=O)c2cc(C3CC3)nc3ccccc23)n1
 : -11.7	-0.8	i	-7.2	0.0	-4.3	-6.4	-3.5	0.1
COc1ccc(C(C(=O)NC2CCCC2)N(C(=O)c2snc(-c3ccc(F)cc3)c2N)c2cccc(F)c2)cc1 (stereo not drawn)
 : -2.4	-4.2	i	-2.5	-20.9	-8.9	1.7	-12.4	-2.5
CCc1ccc(CNC(=O)Cc2ccc(NC(=O)C3=C(C)OCCS3)cc2)cc1
 : -4.4	-0.6	i	-6.2	2.8	10.3	9.3	2.6	0.6
Cc1cc2occ(CC(=O)N(C)CC(=O)Nc3ccccc3Cl)c2cc1C
 : -2.9	5.2	i	-11.3	4.4	14.4	-1.9	-9.7	1.4
Cc1ccc(NC(=O)C2CCCN(c3ncccn3)C2)cc1F (stereo not drawn)
 : -4.5	5.1	i	-10.9	8.0	4.2	-0.5	-0.9	2.6
O=C(NCCOc1ccccc1F)c1cccc(S(=O)(=O)N2CCN(c3ccccc3)CC2)c1
 : -7.3	25.1	i	2.5	12.4	-11.7	1.2	4.4	4.1
COc1cccc(-n2nnnc2SCC(=O)Nc2ccc3c(c2)OCCO3)c1
 : -4.2	-7.0	i	-1.2	4.2	-1.3	2.9	3.6	1.4
CCOC(=O)C1CCN(c2c(N3CCCCCC3)c(=O)c2=O)CC1
 : -0.8	-1.3	i	-9.7	2.1	1.1	-2.4	11.2	-1.6
CCN1C(=O)Nc2cccc3cccc1c23
 : -3.7	-0.2	i	1.5	30.2	-1.6	10.9	-3.6	-5.3
CC1(C(=O)NC2CCCCC2)CCC(=O)N1CCOc1ccccc1 (stereo not drawn)
 : -11.1	-11.5	i	-7.1	7.9	10.6	0.8	0.1	6.9
C=C(C)Cn1c(SCC(=O)NCc2ccco2)nc2sc3c(c2c1=O)CCC3
 : -1.2	31.3	i	2.7	7.3	24.2	17.8	-8.1	-3.5
COc1ccc(-c2cccc(-c3nc4ccc(Cl)cn4c3NC3CCCCC3)c2)cc1
 : -1.9	28.8	i	-3.0	6.3	-16.9	-8.6	-11.6	2.1
Cc1ccc(NC(=O)c2cc3nc(C)cc(C)n3n2)cc1
 : -0.3	-8.5	i	-8.9	6.6	3.8	-1.7	-14.6	1.8
CCOc1ccc(C2=CSC3=NCCN23)cc1
 : -1.6	-121.7	i	-9.6	24.2	7.0	-4.9	8.3	-2.0
O=C(O)C1CC(=O)N(c2ccc(F)cc2)C1 (stereo not drawn)
 : -2.5	-6.2	i	-0.3	8.9	10.3	-0.9	-4.1	2.0
CCOc1ccc(Cc2nc(N)nc(N)n2)cc1
 : -5.4	-4.7	i	-3.4	10.4	0.6	-1.0	-2.6	-0.5
Cn1c(SCC(=O)N2CCOCC2)nnc1-c1cccc(NC(=O)c2ccccc2F)c1
 : -1.8	-9.3	i	-1.6	-0.8	-87.2	22.2	-2.8	-4.0
O=S1(=O)CC(N2CCCCC2)CN1Cc1cn(Cc2ccc(Cl)cc2)nn1 (stereo not drawn)
 : -1.1	-11.5	i	-4.0	9.8	x	7.6	13.5	x
CCOC(=O)/C=C/S(=O)(=O)c1ccc(NC(C)=O)cc1
 : -16.9	-9.5	i	-8.4	-25.3	20.2	2.5	9.2	-2.7
O=C(Nc1nnc(SCc2ccccc2F)s1)C1=COCCO1
 : -0.7	-2.8	i	-5.7	6.7	-7.3	0.6	14.0	2.5
Cc1nn(CC(=O)N(C)c2c(N)n(Cc3ccccc3)c(=O)[nH]c2=O)c(C)c1[N+](=O)[O-]
 : -2.9	-4.8	i	2.1	4.1	-11.7	-1.2	19.6	-1.2
CSc1ccc(C2N=C(c3ccccc3)NO2)cc1 (stereo not drawn)
 : -2.5	6.2	i	-17.9	20.4	1.5	-12.7	-12.0	-5.5
O=C(Nc1ccnn1C1CCN(C(=O)c2cnsn2)CC1)c1cccc(F)c1
 : -5.2	-6.3	i	2.6	7.3	-2.4	-1.4	8.3	1.0
COc1cc(OC)cc(-c2c(-c3ccc(F)cc3)c3cc(-c4ccc(SC)cc4)ccc3n2C)c1
 : -1.6	20.8	i	-7.9	11.3	-5.8	-4.2	15.9	-2.0
COCCNC(=O)NC(=O)CSc1nc(C)c(C)c(C)n1
 : -2.3	-2.9	i	4.2	2.1	11.4	3.5	-1.2	1.0
NCC(=O)Nc1ccc(Br)cc1
 : -2.0	1.8	i	-3.7	-1.7	-1.7	-0.6	4.8	0.8
CC[C@]12c3[nH]c4cc(-c5ccco5)ccc4c3CCN1C(=O)[C@@H](CC(=O)NCCCN(C)C)C[C@@H]2C(=O)N1CCN(C(=O)C2CC2)CC1
 : -4.0	-3.6	x	-6.1	-3.5	-2.1	4.7	-0.4	3.2
CCN(CC)S(=O)(=O)c1cc(Cl)ccc1OC
 : -3.8	4.3	i	-2.7	1.6	9.5	-3.6	1.4	6.5
Cc1cccc(NC(=O)C(=O)C2C(=O)Nc3ccccc32)c1 (stereo not drawn)
 : -4.1	-5.9	i	-0.2	3.9	1.9	-1.6	5.3	-4.2

Carrying on:
Order of values: bovine MsrA act	FAS-TE inh	Neddylation inh	E coli Lon inh	SKN-1 block	PABP1 MLLE inh	MT1-MMP act inh	CendR NRP1 mod	Rin1-Abl PPI inh
C/C(=N\NC(=O)c1ccc(Cl)cc1)c1ccc(N2CCOCC2)cc1
 : -3.9	0.1	i	7.0	-0.1	-18.1	5.7	11.3	0.1
COc1ccc(Cl)cc1NC(=O)CSc1nc(=O)n(CCN(C)C)c2c1CCCC2
 : -1.8	-0.3	i	9.0	-4.8	4.4	4.8	-4.1	2.1
O=c1c2cc(NC(=S)NC3CC3)ccc2nc2n1CCCCC2
 : -4.8	1.7	i	2.7	-11.1	-4.0	-1.8	-3.5	-2.1
CN(Cc1ccccc1)Cc1ccccc1C(O)c1ccccc1 (stereo not drawn)
 : -6.4	8.9	i	8.3	-0.7	-23.8	-1.5	5.6	2.8
CCOc1ccc(CCNC(=O)CN2C(=O)NC3(CCc4ccccc43)C2=O)cc1OCC (stereo not drawn)
 : 1.8	-5.1	i	10.2	3.4	8.3	-2.3	-7.6	1.8
CC1(C(=O)Nc2ccc3[nH]ncc3c2)CCN1C(=O)CC(c1ccccc1)c1ccccc1 (stereo not drawn)
 : -0.5	8.8	i	-3.2	-2.4	-2.6	-4.4	3.7	-2.9
CC1CCN(C(=S)NC(=O)c2ccc(F)cc2)CC1
 : -3.4	-4.2	i	-5.8	10.3	13.0	-2.3	17.2	2.8
COc1ccc(OC)c(NC(=O)COC(=O)C2CCC2)c1
 : -2.0	-2.6	i	-1.7	0.8	-1.4	1.4	2.2	3.3
Nc1ccc(-c2nc3ncccc3o2)cc1
 : -5.7	-4.3	x	-6.8	26.2	-0.3	4.3	4.8	-9.1
CC(C)N1C(=O)c2ccccc2NC(=O)C1C(=O)NCc1ccccc1 (stereo not drawn)
 : x	x	i	x	-17.8	x	-1.2	-3.4	x
CSc1ncc(Cl)c(C(=O)Nc2cc(C)ccc2C)n1
 : -4.0	-5.7	i	5.4	-1.2	9.2	-3.6	1.0	6.3
CN(C)c1ccc(/C=N/NC(=O)C(O)c2ccc(Br)cc2)cc1 (stereo not drawn)
 : -12.5	-11.4	x	-10.8	-4.1	-8.1	2.7	6.1	0.8
CC(=O)Nc1nc(C)nc(-c2ccccc2)c1C(C)=O
 : 0.4	-4.6	i	-4.9	13.0	10.5	-4.4	0.4	1.1
Clc1ccc(Cn2cc(/C=N/n3cnnc3)c3ccccc32)cc1
 : -1.7	2.3	i	-5.4	12.2	-3.4	-4.8	-10.5	0.8
Cc1nn(CC(=O)Nc2ccc3c(c2)OCO3)c(C)c1Cl
 : 0.2	-2.9	i	2.1	14.3	-3.4	-4.1	-11.3	-1.6
CCOC(=O)C1(CCOc2ccccc2)CCN(Cc2ccc(OCC)c(CO)c2)CC1
 : 0.0	-1.0	i	5.9	-1.9	4.3	0.1	-2.9	-2.5
O=C(CCN1C(=O)C2CC=C(Cl)CC2C1=O)NC1CCCCC1 (stereo not drawn)
 : -4.1	-8.9	i	10.7	12.2	0.7	-4.1	2.0	2.0
Cc1ccc(C(=O)O)cc1S(=O)(=O)Nc1ccccc1C(=O)NC1CC1
 : -3.0	-5.5	i	-0.3	3.7	0.2	-7.5	6.7	2.7
CCCN1CN(c2ccccc2)C(=S)N(c2ccccc2)C1
 : -1.0	-4.6	i	2.6	12.0	-15.7	0.0	7.9	1.0
CC1(C(=O)Nc2ccc(F)c(Cl)c2)Cc2c(-c3cccc(C(N)=O)c3)ccnc2O1 (stereo not drawn)
 : 0.5	12.2	i	2.5	5.2	11.6	-1.5	12.8	1.8
Cc1ccc(N(CC(=O)NC2CCCCC2)C(=O)CNC(=O)c2cccs2)cc1
 : -2.1	0.7	i	-10.8	14.8	-7.0	-2.3	-3.5	3.8
CCOc1ccc(N=CNc2ccc(OCC)cc2)cc1
 : 2.7	-20.2	i	3.1	-5.0	-18.2	6.6	4.7	-1.2
COc1ccc(NC(=O)CCC(=O)c2cccs2)cc1S(=O)(=O)Nc1ccccc1Cl
 : -4.3	4.4	i	-8.2	3.3	15.3	0.8	8.2	-3.2
Cc1ccccc1N1CCN(C2CCCN(C(=O)c3snnc3C)C2)CC1 (stereo not drawn)
 : -2.0	-3.8	i	-4.1	-14.9	5.0	0.2	-36.3	3.9
Cc1nc(C(=O)NNC(=O)c2ccc(Cl)cc2)c(C(F)(F)F)o1
 : 0.0	4.4	i	4.2	-2.0	8.9	5.2	-5.3	4.2
COc1ccc(-c2cn3c(C)c(C(=O)N4CCCc5ccccc54)sc3n2)cc1
 : -2.9	26.3	i	-10.9	3.4	7.1	-3.4	-17.6	2.4
CCOC(=O)c1sc(NC(=O)CS(=O)(=O)c2ccc(C)cc2)nc1C
 : -2.2	-6.7	i	-8.4	0.7	-1.4	-0.4	0.3	1.2
CCOc1ccccc1C(=O)NCC(=O)OCC(=O)c1c(N)n(C)c(=O)n(C)c1=O
 : -2.6	-2.3	i	-12.0	-2.4	-0.1	-0.4	11.1	-1.1
COC(=O)c1cc2ccsc2n1Cc1nc(-c2cccc(Cl)c2)oc1C
 : 1.0	28.4	i	-5.2	5.0	4.3	3.7	-13.6	1.4
CCOC(=O)C1=CC[C@@H](c2ccccc2C(F)(F)F)N(S(=O)(=O)c2ccc(C)cc2)[C@H]1c1ccc(C#N)cc1
 : -2.6	33.3	i	0.1	9.0	-2.9	-0.2	12.4	1.7
O=C(Nc1cccc(Cl)c1)c1csc([C@@H]2C[C@H](O)[C@@H](CO)O2)n1
 : -5.6	-9.4	i	-9.1	1.2	5.6	3.5	-3.6	-4.2
O=C(CNc1cccc([N+](=O)[O-])c1)N1CCN(S(=O)(=O)c2ccc(Cl)cc2)CC1
 : -0.4	18.6	i	4.0	-12.2	8.2	-6.9	4.8	1.7
